# Screening results: PubChem BioAssay, National Center for Advancing Translational Sciences (NCATS)
# Eya2 phos inh – qHTS Assay for Inhibitors of the Phosphatase Activity of Eya2. Potency, µM (top dose mostly 76.9 µM), for inactives: at the highest dose activity, negative = inhibition, usual class: inhibitors. Protein phosphatase EYA2 (Homo sapiens), O00167. 330,000 tested, 0.006% active. recombinant Eya2, OMFP fluorescence dephosphorylation (OMFP is methylfluorescein phosphate); note: potency is the fitted concentration of half-maximal effect; % is set by controls: 0 for no effect and ±100 for the full control effect
#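 Eya2 (0.2 uM) preincubated 10 min at ambient with compound, then OMFP substrate added at 50 uM; 10 min reaction in 50 mM HEPES pH 7.5, 50 mM NaCl, 5 uM MgCl2, 0.05% BSA, 1 mM DTT. Fluorescence read at Ex 485/Em 525 nm.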
# hERG WT inh – qHTS for Inhibitors of KCHN2 3.1: Wildtype qHTS; 340,000 tested, 0.37% active; U2OS, BacMam KCNH2, thallium flux FluxOr; active compounds read low; activity change, % at 1.84 µM;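 active = maximum activity change below -70%; inconclusive = maximum activity change between -70% and -50%; inactive = maximum activity change above -50%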; note: % is set by controls: 0 for no effect and ±100 for the full control effect
#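 U2OS cells transduced with wild-type KCNH2 virus are loaded with FluxOr dye for 45 min, and thallium flux is measured in kinetic reads before and after stimulation buffer. Rate constants are normalized to DMSO controls.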
# TSHR antag – Antagonists of the Thyroid Stimulating Hormone Receptor: HTS campaign; TSHR-expressing cells, TSH-stimulated cAMP HTRF, 2 h; active compounds read low; activity change, negative = inhibition, % at 11.5 µM; Thyrotropin receptor (Homo sapiens), P16473; 330,000 tested, 0.2% active;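 active = activity change below a set negative limit, meaning inhibition stronger than a set level, cut at about -70% in these data; inconclusive = activity change between two set negative limits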; note: % is set by controls: 0 for no effect and ±100 for the full control effect
#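 Read-out is FRET at 665 nm (cryptate excitation 337 nm) from a cryptate-tagged anti-cAMP antibody, competed by cell cAMP against cAMP-d2. Compounds are tested on freshly harvested TSHR cells challenged with 4nM TSH (EC80) for 2 hours at 37 deg C.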
# Mito fusion yeast – qHTS Assay for Small Molecule Inhibitors of Mitochondrial Division or Activators of Mitochondrial Fusion. Potency, µM (series often up to 46.1 µM), for inactives: at the highest dose growth rescue (activation), most hits filed as activators. AID 485298, 2010. S. cerevisiae fusion-defective mutant growth rescue, CellTiterGlo 48 h. 320,000 tested, 0.23% active;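 note: potency is the fitted concentration of half-maximal effect; % of control where 0% means no effect; nearly all actives have a fitted effect of over 45% in size; temperature-sensitive fusion mutants such as fzo1-1 at 37 °C on non-fermentable ethanol glycerol medium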
#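 Yeast fusion mutant, YPEG (non-fermentable carbon), compound, 48 h at 37C non-permissive; CellTiterGlo added, 10 min RT, luminescence read. Rescued growth = division inhibition.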
# KCNH2 3.1 inh – qHTS for Inhibitors of KCHN2 3.1: Mutant qHTS; U2OS KCNH2 3.1, thallium flux FluxOr; active compounds read low; Potassium voltage-gated channel subfamily H member 2, brain isoform KCNH2 3.1 (human); activity change, % (tested at about 1.8 µM); 340,000 tested, 0.95% active;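 active = maximum activity change below -70%; inconclusive = maximum activity change from -70% to -50%; inactive = maximum activity change above -50%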;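 note: thallium influx rate constant from kinetic fluorescence after stimulation buffer; % is set by controls: 0 for no effect and ±100 for the full control effect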
#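 Thallium flux read-out: FluxOr dye with Red40 quencher in HBSS/HEPES, 45 min at RT. Rate constants from kinetic reads were normalized to positive and negative DMSO controls. Cells: U2OS virally expressing the 3.1 isoform.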
# TCR act – Activators of T cell receptors: qHTS campaign | primary human leukocytes, anti-CD3, IL-2 HTRF, 48 h | Potency, µM (highest dose often 9.22 µM), for the others: at the highest dose activation of IL-2 secretion, most hits filed as activators | 330,000 tested, under 10 active; note: % of control where 0% means no effect
#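 IL-2 produced over 48 hr by a-CD3 bead-stimulated primary human leukocytes exposed to compounds was detected with a homogeneous time-resolved FRET immunoassay, 665nm acceptor signal after 320nm excitation.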
# USP2a inh – qHTS Assay for Inhibitors of Ubiquitin-specific Protease USP2a Using CHOP2 as the Reporter; Ubiquitin carboxyl-terminal hydrolase 2 (Homo sapiens), O75604; Potency, µM (highest dose often 38.3 µM), for the others: at the highest dose activity change, negative = inhibition, hits mostly inhibitors; USP2 core, Ub-CHOP2 coupled fluorogenic reporter, 485/531; 330,000 tested, 0.01% active;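 note: potency is the fitted concentration of half-maximal effect; plate controls were DMSO wells for no effect and full inhibition by NEM control for full effect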
#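 Deubiquitinase activity read as fluorescence (485/531 nm) after Ub-CHOP2 cleavage activates the enterokinase reporter on its substrate; USP2 core 10nM, Ub-CHOP2 and substrate 25nM each, 30min compound preincubation then 60min RT; data normalized to NEM, curves fitted.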
# A-T KAP1 phos – qHTS Assay for Identifying a Potential Treatment of Ataxia-Telangiectasia; […] A-T fibroblasts, KAP-1 phosphorylation AlphaLISA; neocarzinostatin DNA damage 30 min before lysis; Potency, µM (top dose mostly 57.5 µM), without a hit: top-dose activation, most hits filed as activators; 320,000 tested, 0.19% active; AID 485349, 2010; note: potency is the fitted concentration of half-maximal effect; % of control where 0% means no effect; nearly all actives have a fitted effect of over 45% in size
#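 hTERT-immortalized A-T patient fibroblasts ([…]), 500 cells/well in OPTI-MEM, 1% FBS, got compounds for 60 min, then NCS for 30 min at 37C. Lysates were then assayed for phospho-KAP-1 by AlphaLISA (anti-pKAP1 donor, anti-KAP1 acceptor beads), 6 hr at 25C.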
# TRPV1 ag – HTS Assay for Compounds that Act as Agonists of the Vanilloid Receptor 1; Transient receptor potential cation channel subfamily V member 1 (Homo sapiens), Q8NER1; TRPV1-expressing cells, Fluo-8 calcium influx, agonist mode; activation, % at 8.33 µM; 320,000 tested, 0.19% active; AID 540275, 2011; in the data active = activation above about 80%; inconclusive = between about 30% and that limit; note: 0% is about no effect
# Target sequence (Q8NER1 whole entry, looked up): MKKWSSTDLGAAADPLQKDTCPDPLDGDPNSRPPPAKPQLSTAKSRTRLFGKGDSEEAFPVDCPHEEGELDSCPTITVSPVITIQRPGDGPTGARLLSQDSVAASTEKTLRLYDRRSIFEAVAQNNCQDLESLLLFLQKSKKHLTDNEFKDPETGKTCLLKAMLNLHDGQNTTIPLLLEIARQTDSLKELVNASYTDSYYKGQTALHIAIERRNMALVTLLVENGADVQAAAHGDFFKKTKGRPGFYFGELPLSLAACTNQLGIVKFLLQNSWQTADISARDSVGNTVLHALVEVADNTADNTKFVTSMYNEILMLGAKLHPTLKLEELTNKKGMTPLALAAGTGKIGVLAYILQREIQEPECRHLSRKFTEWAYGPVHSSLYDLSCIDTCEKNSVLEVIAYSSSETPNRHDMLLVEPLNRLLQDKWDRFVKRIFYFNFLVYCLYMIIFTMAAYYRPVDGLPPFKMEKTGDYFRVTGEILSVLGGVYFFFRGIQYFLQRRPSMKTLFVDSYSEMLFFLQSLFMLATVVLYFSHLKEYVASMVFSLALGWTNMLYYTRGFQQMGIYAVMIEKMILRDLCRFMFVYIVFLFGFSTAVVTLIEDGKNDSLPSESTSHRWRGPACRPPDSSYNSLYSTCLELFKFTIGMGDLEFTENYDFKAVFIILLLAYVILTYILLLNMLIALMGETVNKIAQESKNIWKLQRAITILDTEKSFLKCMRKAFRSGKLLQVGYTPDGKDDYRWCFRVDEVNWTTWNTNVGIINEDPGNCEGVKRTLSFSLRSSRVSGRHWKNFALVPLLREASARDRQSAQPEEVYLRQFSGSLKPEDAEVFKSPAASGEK
#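 Fluo-8 calcium influx in TRPV1-expressing cells, kinetic read (ex 480/em 520 nm). Compound added and read 3 min for agonist activity, followed by capsaicin at EC20 final and 2 min further read for enhancement.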
# ELG1 repair inh – qHTS screen for small molecules that inhibit ELG1-dependent DNA repair in human embryonic kidney (HEK293T) cells expressing luciferase-tagged ELG1. HEK293T ELG1-luciferase reporter, luminescence, 16 h; DNA damage induced by 5-fluorouridine. Potency, µM (series often up to 46.1 µM), without a hit: at the top dose activity change, negative = inhibition, hits mostly inhibitors. 330,000 tested, 2.3% active; note: potency is the fitted concentration of half-maximal effect; % is set by controls: 0 for no effect and ±100 for the full control effect; nearly all actives have a fitted effect of over 55% in size
#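 5-Fluorouridine DNA damage + compound/DMSO, 2,000 cells/well, 16 h, 37 °C/5% CO2. ONE-Glo, 30 min RT, luminescence. Readout = decrease in reporter signal.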
# * = called active by the depositor; ? = inconclusive; / = no result given; [ ] = dose if it differs, or a comment. Unless noted, calls come from the whole dose curve; as a rule, active = well fitted curve in the direction sought with a large enough effect; inconclusive = small, poorly fitted or top-dose-only effect, or another doubt; inactive = no such curve, though single readings can be large; an effect the other way counts as inactive or inconclusive. An excerpt. The share of hits here may be higher or lower than overall.
SMILES,Eya2 phos inh,hERG WT inh,TSHR antag,Mito fusion yeast,KCNH2 3.1 inh,TCR act,USP2a inh,A-T KAP1 phos,TRPV1 ag,ELG1 repair inh
O=C(/C=C/c1ccc(OC2CSC2)cc1)c1ccccc1,2.5%,-5.8,5.9,-2.4%,-0.1,-0.2%,2.3%,2.3%,/,?
Cc1cccc(N2C(=O)CC(N3CCN(C(=O)c4ccccc4)CC3)C2=O)c1 (stereo not drawn),-39.9%,7.3,-2.6,0.2%,-11.7,1.4%,-1.2%,-3.3%,-2.0,6.3%
C=C1C[C@H]2[C@@H]3CCc4cc(OC)ccc4[C@H]3CC[C@]12C,-9.0%,-21.0,16.4,-2.4%,11.6,5.5%,1.1%,9.9%,7.4,?
COc1ccc(OC)c(N(CC(=O)NCc2ccncc2)S(C)(=O)=O)c1,/,-5.6,/,-1.2%,9.6,-5.7%,/,/,-1.5,/
N#Cc1cc2c(nc1SCC(=O)N1CCOCC1)CCCCC2,-10.3%,-1.0,-2.2,1.8%,-14.1,-5.5%,1.1%,-1.8%,1.1,?
O=C(COC(=O)c1ccc(F)cc1F)NCCC1=CCCCC1,-8.2%,8.9,-4.7,10.6%,13.1,-1.2%,1.7%,-2.4%,?,?
COc1cc(CC(NC(C)=O)C(=O)NC2CCN(c3nc(OC)nc(OC)n3)CC2)cc(OC)c1 (stereo not drawn),-2.2%,2.6,-0.5,2.4%,18.8,-1.3%,-0.3%,9.0%,-4.4,12.9%
Fc1ccc(CNC(=S)NCc2ccccc2)cc1,1.5%,-32.2,13.2,-15.2%,-0.5,/,-1.5%,3.7%,84.2*,4.2%
CC(C)(C)n1ncc2c(=O)n(CC(=O)Nc3ccc(Cl)cc3)cnc21,-0.7%,1.6,5.4,2.1%,-1.5,1.8%,-1.4%,2.3%,2.9,-10.7%
CC(=O)Nc1ccc(Cl)c(-c2nc3ncccc3o2)c1,-4.0%,2.8,3.5,9.1%,-3.1,-4.5%,1.9%,-1.8%,0.1,5.4%
O=C(c1ccc(S(=O)(=O)N2CCCCC2)cc1)N1CCN(Cc2ccc3c(c2)OCO3)CC1,0.7%,24.0,-4.6,3.8%,13.8,-0.9%,0.4%,-17.1%,2.4,?
COCCCNC(=O)C1CCC(CNS(=O)(=O)c2ccc(Cl)cc2)CC1 (stereo not drawn),0.7%,-8.2,11.2,-5.1%,-1.3,-7.9%,4.1%,-0.7%,3.9,3.0%
O=C(CSc1nnc(-c2ccco2)n1Cc1ccco1)NCc1cccs1,19.3%,8.9,11.9,0.0%,-2.6,/,-0.7%,-0.6%,-1.4,-5.7%
COc1ccc(N2CCN(C(=O)COC(=O)CSc3ccccc3)CC2)cc1,-22.5%,2.6,1.5,-2.4%,-3.5,0.9%,0.7%,3.8%,6.0,1.9%
COc1ccc(C(C(=O)NC(C)(C)C)N(C(=O)CCC(=O)Nc2cc(C)on2)c2c(C)cccc2C)cc1 (stereo not drawn),9.4%,-1.0,-0.1,9.9%,10.7,-15.5%,0.3%,-2.2%,-2.5,-17.3%
COc1ccc(CN(CC(=O)NCc2ccco2)C(=O)CCC(=O)Nc2ccccn2)cc1,4.3%[15.4 µM],3.5,-0.3,1.3%,-0.3,2.0%,-0.1%,-2.2%,-1.6,-19.6%
Cc1ccc(C(=O)NCC(C)(C)N2CCOCC2)s1,5.0%,14.4,-10.2,-1.5%,-37.3,3.0%,1.5%,-1.7%,0.3,-1.7%
CCOc1ccccc1NC(=O)CCc1nnc2ccc(N3CCC4(CC3)OCCO4)nn12,2.4%,2.3,11.0,-0.6%,29.4,3.4%,0.0%,-1.5%,-1.0,?
CN(Cc1ccccc1)C(=O)c1ccc(Cl)c([N+](=O)[O-])c1,2.3%,6.0,0.9,-2.9%,8.8,1.2%[46.1 µM],-0.9%,12.1%,1.8,-17.1%
c1ccc2c(c1)c1cccc3ccc4cccc2c4c31,-5.1%,2.1,14.4,9.5%,14.9,12.5%,0.9%,12.1%,-2.9,4.4%
NCC1CC2c3ccccc3C1c1ccccc12 (stereo not drawn),-9.4%,10.5,-4.6,-14.6%,-1.2,8.0%,0.2%,0.0%,0.4,-6.3%
CC(Oc1ccc(Cl)cc1)c1ccnn1S(C)(=O)=O (stereo not drawn),15.6%,-4.7,15.4,0.3%,3.1,-5.9%,-1.2%,2.8%,-6.3,7.0%
CC(=O)N1N=C(c2cccc(Cl)c2)OC1c1ccc(C(C)C)cc1 (stereo not drawn),6.8%,-0.3,-3.8,-1.6%,-6.8,3.6%,4.9%,-1.5%,20.0,?
O=C(COc1ccc(Cl)cc1Cl)NNC(=S)NC(=O)c1ccco1,-17.2%,1.4,-2.5,-13.1%,-0.2,-6.2%,-0.8%,7.6%,-0.1,-2.7%
COc1ccccc1C(O)(C(=O)NNc1ccccc1C)c1ccccc1OC,2.3%,1.4,11.7,-2.4%,-7.3,-2.4%,2.7%,2.0%,3.7,2.1%
COc1ccc(C(=O)NC(C)c2ccccc2)cc1Br (stereo not drawn),-5.6%,-2.9,-2.5,0.8%,13.5,-5.4%,8.6%,2.1%,7.2,-4.9%
COc1ccc(/C=N/N=C2\CC3CCC2(C)C3(C)C)cc1O (stereo not drawn),-12.3%,-3.0,-5.9,2.2%,-6.1,0.3%,3.7%,-3.2%,13.8,?
Cc1cccc(CCNC(=O)CN(C)S(=O)(=O)c2ccc3c(c2)c(=O)n(C)c(=O)n3C)c1,-15.4%,22.6,13.2,0.1%,4.6,-1.1%,-1.0%,7.9%,-0.2,-9.3%
COc1ccc2c(c1)C1(Nc3ccccc3-c3nc4ccccc4n31)C(=O)N2 (stereo not drawn),0.3%,0.6,-5.1,-1.1%,16.0,-0.1%,-0.7%,-4.2%,0.1,-26.5%
COc1cccc(N2CCN(C(=O)c3ccc(Cl)c(NC4=NC5CS(=O)(=O)CC5S4)c3)CC2)c1 (stereo not drawn),9.9%,-10.1,-12.7,3.8%,32.5,5.6%,0.6%,0.4%,0.1,-3.0%
O=C(/C=C/c1ccccc1)Nc1nc(-c2ccncc2)cs1,6.7%,-6.1,-34.5,-0.8%,-15.6,1.0%,3.1%,-2.5%,7.6,?
CN(C)C=Nc1ccc2nn(-c3ccccc3)nc2c1,0.6%,0.7,/,3.0%,12.0,-2.4%,2.1%,19.4%,1.4,?
Cc1cccc(CCNC(=O)CC2C(=O)NCCN2CC2CCCCC2)n1 (stereo not drawn),2.6%,0.0,-13.7,3.2%,-0.7,-4.4%,2.6%,-1.6%,-3.3,0.5%
CSc1nc(N)nc2c1ncn2CC(=O)NCC1CCCO1 (stereo not drawn),-3.4%,-18.8,-2.2,/,5.0,-3.3%,0.3%,11.7%,/,3.6%
O=C(Nc1ccc(Cl)c(C(F)(F)F)c1)C(=O)N1CCCCC1,2.8%,-3.0,-2.4,-1.1%,-18.4,6.6%[46.1 µM],-0.8%,7.6%,?,?
CC1CCN(C(=O)COC(=O)c2cccc(S(=O)(=O)N(C)c3ccccc3)c2)CC1,-15.5%,-22.3,-20.7,26.5%,0.8,8.8%,0.2%,5.6%,?,11.8%
C=C(C)CNC(=S)N/N=C/c1ccco1,-3.3%,-0.2,-3.8,-11.2%,11.5,-1.6%,-2.4%,?,1.0,1.2%

# Record cards (already shown). Order of screens: Eya2 phos inh	hERG WT inh	TSHR antag	Mito fusion yeast	KCNH2 3.1 inh	TCR act	USP2a inh	A-T KAP1 phos	TRPV1 ag	ELG1 repair inh
# COc1ccc(OC)c(N(CC(=O)NCc2ccncc2)S(C)(=O)=O)c1 across the screens: /	-5.6	/	-1.2%	9.6	-5.7%	/	/	-1.5	/
# CC(=O)N1N=C(c2cccc(Cl)c2)OC1c1ccc(C(C)C)cc1 (stereo not drawn) across the screens: 6.8%	-0.3	-3.8	-1.6%	-6.8	3.6%	4.9%	-1.5%	20.0	?
# Cc1ccc(C(=O)NCC(C)(C)N2CCOCC2)s1 across the screens: 5.0%	14.4	-10.2	-1.5%	-37.3	3.0%	1.5%	-1.7%	0.3	-1.7%
